GPR151 activ – human GPR151 activation | Q8TDV0 | PathHunter beta-arrestin GPR151 cells, luminescence | activation, % at 11.2 µM | actives 1% (n = 650,000) | AID 1508602; in the data active = activation above about 4.9%;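 also: 0% = median of compound wells and 100% = cells with positive control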
FBW7 activator – human FBW7 E3 ligase activation, primary screen; Q969H0; AlphaScreen FBW7–phospho-cyclin E peptide binding, activator screen; normalized activity (activation), % at 26.1 µM; actives 0.13% (n = 650,000); AID 1259310; in the data active = normalized activity above about 1.9%;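 also: purified mutant Fbw7 with reduced substrate affinity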
Target sequence (Q969H0 whole entry, looked up): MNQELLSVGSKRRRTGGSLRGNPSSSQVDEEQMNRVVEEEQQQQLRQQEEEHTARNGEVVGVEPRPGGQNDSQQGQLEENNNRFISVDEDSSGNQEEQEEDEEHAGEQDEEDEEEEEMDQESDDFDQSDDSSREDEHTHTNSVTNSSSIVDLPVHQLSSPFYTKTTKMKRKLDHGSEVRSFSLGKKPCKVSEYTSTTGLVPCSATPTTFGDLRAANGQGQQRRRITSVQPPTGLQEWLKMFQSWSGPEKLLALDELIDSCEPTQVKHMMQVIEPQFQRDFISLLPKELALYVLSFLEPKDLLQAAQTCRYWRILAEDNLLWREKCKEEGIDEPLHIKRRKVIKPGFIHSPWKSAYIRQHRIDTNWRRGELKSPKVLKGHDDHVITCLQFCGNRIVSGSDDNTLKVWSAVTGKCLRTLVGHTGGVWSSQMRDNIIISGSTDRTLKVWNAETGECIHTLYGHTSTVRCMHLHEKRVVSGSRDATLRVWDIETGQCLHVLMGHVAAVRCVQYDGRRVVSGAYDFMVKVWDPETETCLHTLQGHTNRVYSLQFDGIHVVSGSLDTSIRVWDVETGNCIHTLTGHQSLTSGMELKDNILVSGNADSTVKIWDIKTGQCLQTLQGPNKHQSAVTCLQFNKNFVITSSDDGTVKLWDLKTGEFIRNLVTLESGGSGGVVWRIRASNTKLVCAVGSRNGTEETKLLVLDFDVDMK
MITF primary – human MITF inhibition, primary screen; O75030; AlphaScreen MITF homodimerization, bead proximity signal; inhibition, % at 2.6 µM; actives 0.91% (n = 650,000); in the data active = inhibition above about 50%;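 also: 0% = vehicle wells with protein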
TEAD-YAP block – TEAD-YAP interaction inhibition; HEK-TIYL cells, TEAD-Gal4/YAP UAS-luciferase luminescence; inhibition, % at 9.12 µM; actives 1.4% (n = 640,000); AID 1259422; in the data active = inhibition above about 32%;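 also: 0% = median of test compound wells and 100% = reference inhibitor wells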
Active calls of the source: *; nt = no result given.

1. CCOc1ccc(O)c(C=NC2CCCC2)c1
2. O=C1/C(=C/c2ccc(-c3cccc([N+](=O)[O-])c3)o2)SC(=Nc2ccc3c(c2)OCO3)N1c1ccc2c(c1)OCO2
3. O=C(CNc1ccc2ccccc2c1)N/N=C/c1ccccn1
4. O=S(=O)(c1ccc(-c2cnco2)cc1)N1CCCC1c1ccc(F)cc1 (stereo not given)
5. COc1ccc(NC(=O)NC2(C(=O)N3CCCC(C)C3)CCCCC2)cc1 (stereo not given)
6. COc1cc(Nc2nc(NCCN3CCOCC3)c3ncn(CCN4CCCC4=O)c3n2)cc(OC)c1OC
Compound	1	2	3	4	5	6
GPR151 activ	1.6	-1.9	-0.5	-0.6	1.1	5.7*
FBW7 activator	0.3	-0.1	-0.1	0.1	-0.1	0.1
MITF primary	1	10	0	6	5	17
TEAD-YAP block	2	3	4	6	5	0

7. COc1cc(C=Nc2cc(Cl)ccc2O)ccc1O
8. O=C1c2cccc3cccc(c23)N1Cn1c(=S)sc2ccccc21
9. O=C1CCCN1CCCNc1nc(N2CCc3ccccc3C2)nc2c1ncn2Cc1ccc(C(F)(F)F)cc1
10. Cc1ccc(COc2cc(C)cc3oc(=O)c(Cc4ccccc4)c(C)c23)cc1
11. COc1cc(/C=N\NC(=O)Cc2cccs2)cc(OC)c1OC(C)=O
12. COc1ccc2nc(N3CCC(NC4CCCCCC4)CC3)nc(C)c2c1
Compound	7	8	9	10	11	12
GPR151 activ	1.3	-0.3	1.7	-0.2	-1.1	-0.1
FBW7 activator	0.8	-0.1	0.2	-0.1	0.1	0.3
MITF primary	13	4	4	2	15	12
TEAD-YAP block	5	-16	-5	-4	4	13

13. CC(C(=O)Nc1cccc(Cl)c1)n1cccc1 (stereo not given)
14. CCCCNc1c(-c2ccccc2)c(=O)c1=O
15. C(=N\Nc1ccc2ccccc2n1)/c1cccs1
16. COC(=O)c1cc2c(C(F)(F)F)cc(N3CCCC3)nc2s1
17. COc1cccc(-c2ccc3nnc(SCC(=O)N4CCN(c5ccccc5)CC4)n3n2)c1
18. O=C(Nc1ccc(NC(=O)c2cccs2)cn1)c1ccccc1
Compound	13	14	15	16	17	18
GPR151 activ	1.5	-0.5	-2.1	0.3	-1.5	-1.2
FBW7 activator	-0.1	-0.2	-0.1	0.1	0.6	0.0
MITF primary	9	-2	1	11	13	12
TEAD-YAP block	5	4	60*	3	33*	-67

19. CC1(C)C(=O)Nc2ccccc2N1C(=O)COC(=O)c1cccc(O)c1
20. COc1cc([C@@H]2OC[C@@H](c3cc(OC)c(OC)c(OC)c3)O2)cc(OC)c1OC
21. Cn1cc(C(=O)n2ccnc2)c(=O)c2cc(S(=O)(=O)N3CCCCCC3)ccc21
22. O=C(O)c1cc(S(=O)(=O)N2CCCCC2)ccc1N1CCOCC1
23. O=C(NCCCn1ccnc1)c1cnn2cccnc12
24. Cc1cc(NC(=O)c2ccc(Cl)cc2)ccc1-c1cc2ccccc2oc1=O
Compound	19	20	21	22	23	24
GPR151 activ	0.4	0.7	1.2	-0.4	1.5	2.0
FBW7 activator	-0.1	nt	0.0	0.0	0.0	0.1
MITF primary	9	11	3	-5	0	0
TEAD-YAP block	-4	nt	0	-2	7	2

Excerpt, entries 22–24
22. O=C(O)c1cc(S(=O)(=O)N2CCCCC2)ccc1N1CCOCC1
23. O=C(NCCCn1ccnc1)c1cnn2cccnc12
24. Cc1cc(NC(=O)c2ccc(Cl)cc2)ccc1-c1cc2ccccc2oc1=O
Compound	22	23	24
GPR151 activ	-0.4	1.5	2.0
FBW7 activator	0.0	0.0	0.1
MITF primary	-5	0	0
TEAD-YAP block	-2	7	2

The results go on:
25. COCCCn1c(C23CC4CC(CC(C4)C2)C3)cn2c3c(=O)n(C)c(=O)n(C)c3nc12
26. O=C(Oc1ccc2cc(-c3nc4ccccc4s3)c(=O)oc2c1)c1ccccc1
27. CCC1=NN2C(=N)/C(=C/c3ccc(OCCOc4ccc(C)cc4)cc3)C(=O)N=C2S1
28. COc1ccc(C(=O)c2ccc(F)c(F)c2)cc1Br
29. CCOC(=O)CSc1nc2cc(C(=O)N3CCC4(CC3)OCCO4)ccc2c(=O)n1Cc1ccccc1OC
30. CCCS(=O)(=O)N1CCN(C(=O)c2ccc(F)cc2)CC1
Compound	25	26	27	28	29	30
GPR151 activ	0.3	-0.2	-0.7	0.2	1.9	0.7
FBW7 activator	-0.1	-0.1	0.6	0.0	0.1	-0.2
MITF primary	4	-3	4	-6	6	-16
TEAD-YAP block	-10	-12	-25	0	-8	-5

31. CCN1CCN(C(=O)c2cc3c(=O)[nH]c4ccccc4c3n2C)CC1
32. Cc1ccc2nc(-c3ccc(Br)cc3)cc(C(=O)OCC(C)C)c2c1
33. CCOC(=O)c1c(N)nn2c3ccccc3n(C)c12
34. Cc1ccc(N2CCN(C(=O)CCN3C(=O)c4ccccc4C3=O)CC2)cc1
35. COc1ccccc1NC(=O)C(=O)N1N=C(CC(C)C)CC1(O)C(F)(F)F (stereo not given)
36. COc1ccc(OCCCC(=O)Nc2ccc([N+](=O)[O-])cc2Br)cc1
Compound	31	32	33	34	35	36
GPR151 activ	0.3	1.1	0.9	0.2	-0.4	-0.7
FBW7 activator	0.1	0.0	0.0	-0.1	-0.1	-0.1
MITF primary	-3	-6	64*	8	15	-1
TEAD-YAP block	-5	2	-24	13	6	0

37. Nc1c(C(=O)Nc2ccc(Cl)c(Cl)c2)sc2nc(-c3ccccc3)cc(C(F)(F)F)c12
38. CC(C)[C@H](NC(=O)Cc1cccc2ccccc12)C(=O)O
39. Cc1ccc(C(=O)Nc2ccc(C34CC5CC(CC(c6ccccc6)(C5)C3)C4)cc2)cc1
40. CC1=C(C(=O)OCCOc2ccccc2)C(c2ccc(C)cc2)C2=C(CC(c3ccc(Cl)cc3)CC2=O)N1 (stereo not given)
41. CN(C(=O)C1COc2ccccc2O1)c1ccc(-c2cn[nH]c2)cc1 (stereo not given)
42. O=C(COC(=O)CCNS(=O)(=O)c1ccc(Cl)cc1)NCC(F)(F)F
Compound	37	38	39	40	41	42
GPR151 activ	-0.7	-0.1	0.7	-1.0	1.3	1.4
FBW7 activator	0.0	0.0	-0.1	0.4	0.2	0.5
MITF primary	-9	-1	-5	-2	-7	11
TEAD-YAP block	-2	-9	12	13	-10	-15

43. CCc1cccc(NC(=O)N[C@H]2C[C@H]3C(=O)N[C@@H](Cc4ccc(Cl)cc4)C(=O)N3C2)c1
44. CSCCC(NC(=O)c1ccc(Cl)cc1)C(=O)O (stereo not given)
45. Cc1ccc(Cc2nnc(NC(=O)c3cccs3)s2)cc1
46. CC(C)(C)NC(=O)Oc1ccc(Cl)cc1
47. CC(C)n1cnc2c(NC3CCN(Cc4ccccc4)CC3)nc(Nc3nccc4ccccc34)nc21
48. Cc1cc(C)cc(CC(CC(=O)O)C(=O)Nc2ccc([N+](=O)[O-])cc2)c1 (stereo not given)
Compound	43	44	45	46	47	48
GPR151 activ	-1.5	1.5	3.0	3.2	-0.5	1.1
FBW7 activator	0.0	0.0	-0.1	-0.1	0.0	0.0
MITF primary	-9	-9	10	-6	10	7
TEAD-YAP block	-12	0	-31	-10	-7	-6

49. Cc1ccc2nc(SCC(=O)NCc3ccc4c(c3)OCO4)c(C#N)cc2c1
50. Cc1cccnc1CCNC(=O)CC1C(=O)NCCN1Cc1ccc(F)cc1 (stereo not given)
51. COc1ccc(-c2noc(-c3cc(OC)cc(OC)c3)n2)cc1
52. Cc1ccc2ccccc2c1CSc1ncn[nH]1
53. Cc1cc(Br)ccc1OCCNCCN
54. CCOc1ccc(N(C)S(=O)(=O)c2ccc3[nH]cc(C(=O)NCC(OC)OC)c(=O)c3c2)cc1
Compound	49	50	51	52	53	54
GPR151 activ	-1.4	0.2	-0.5	0.3	0.4	-0.5
FBW7 activator	0.0	0.0	-0.1	0.0	0.2	0.1
MITF primary	13	0	9	4	27	12
TEAD-YAP block	-21	-6	-2	3	-9	-1

Down the list, as entered above:
GPR151 activ for nos. 10–15 → -0.2, -1.1, -0.1, 1.5, -0.5, -2.1

Next section
55. COC(=O)c1scc(C)c1-n1ccc(C(=O)C(=O)N(C)C)c1
56. CCCn1c(=O)c2c(nc3n(CCc4ccccc4)c(C)cn23)n(C)c1=O
57. COc1ccc(C)cc1N(CC(=O)NC1CCCCC1)C(=O)CNC(=O)c1cccs1
58. CCCCOC(=O)c1ccc(-n2c3nc(=O)[nH]c(=O)c-3cc3ccccc32)cc1
59. O=C(COc1cc(Cl)c(Cl)cc1Cl)N/N=C/c1cccnc1
60. C#CCN1CCN(c2c(Cl)cccc2NC(=O)c2ccc(Br)o2)CC1C (stereo not given)
Compound	55	56	57	58	59	60
GPR151 activ	-1.5	1.8	-0.8	-1.1	0.5	0.7
FBW7 activator	-0.1	0.2	0.0	0.1	0.0	-0.1
MITF primary	-11	15	13	2	-6	-3
TEAD-YAP block	10	7	-8	8	-1	-1

61. O=C(CCN1C(=O)c2ccccc2C1=O)Nc1ccc(F)cc1F
62. Cc1ccc(CSCC(=O)Nc2ccc(C(N)=O)cc2)cc1
63. CCOC(=O)c1c(Cl)nc(Cl)c(Cl)c1Nc1ccc(OC(F)(F)F)cc1
64. COc1ccc2cc3c(N)[nH]nc3nc2c1
65. O=C(Nc1cccc(F)c1)c1cc(S(=O)(=O)NCc2ccc3c(c2)OCO3)ccc1F
66. CCOc1ccc(C(=O)N2CCOCC2)cc1OC
Compound	61	62	63	64	65	66
GPR151 activ	3.9	-0.5	-1.0	-0.1	-0.2	0.6
FBW7 activator	-0.1	0.3	0.2	-0.1	-0.1	0.0
MITF primary	1	9	-13	1	-14	17
TEAD-YAP block	3	4	51*	80*	9	-4

67. Cc1ccc(-n2c(SCC#N)nc3c(sc(=S)n3-c3ccc(Cl)c(C)c3)c2=O)cc1
68. O=C(Cc1csc(Nc2cccc(Cl)c2)n1)NCc1ccco1
69. CCc1ccccc1NC(=O)CC1Sc2ccc(C(F)(F)F)cc2NC1=O (stereo not given)
70. CCOC(=O)c1sc(NC(=O)c2c(C)noc2C)c(C(=O)OCC)c1C
71. Cc1cccc(OCCSc2cc(C)nc(N)n2)c1
72. CCC(C)NC(=O)c1c(Cl)nc(C)c(Cl)c1C (stereo not given)
Compound	67	68	69	70	71	72
GPR151 activ	0.1	0.3	0.7	3.0	0.2	-0.6
FBW7 activator	-0.2	0.6	0.2	-0.2	0.1	-0.1
MITF primary	7	5	12	-6	-3	-2
TEAD-YAP block	1	15	6	-7	-9	-1

Profiles as entered above. Screens in order: GPR151 activ	FBW7 activator	MITF primary	TEAD-YAP block
Shown for Cc1ccc(-n2c(SCC#N)nc3c(sc(=S)n3-c3ccc(Cl)c(C)c3)c2=O)cc1 → 0.1	-0.2	7	1
Shown for CCc1ccccc1NC(=O)CC1Sc2ccc(C(F)(F)F)cc2NC1=O (stereo not given) → 0.7	0.2	12	6
Shown for CCOC(=O)c1sc(NC(=O)c2c(C)noc2C)c(C(=O)OCC)c1C → 3.0	-0.2	-6	-7

Additional entries
73. OCCN1CCN(c2ncnc3c2cnn3-c2ccc(F)cc2)CC1
74. O=C(C1CC12CCN(Cc1coc3ccccc3c1=O)CC2)N1CCc2ccccc2C1 (stereo not given)
75. O=C(Oc1ccc(Cl)cc1)N1CCN2C(=O)[C@@H]3C[C@@H](O)CN3C(=O)[C@H]2C1
76. CS(=O)(=O)Nc1nnc(SCC(=O)N(c2ccccc2)c2ccccc2)s1
77. CCN(CC)c1ccc(NC(=O)COc2ccc(C)cc2C)cc1
78. CCS(=O)(=O)N1CCN(Cc2cccc(OC)c2)CC1
Compound	73	74	75	76	77	78
GPR151 activ	4.6	0.5	-0.8	-1.7	0.4	-0.9
FBW7 activator	-0.3	0.2	-0.3	0.1	-0.8	-0.1
MITF primary	-3	2	-11	-14	-2	57*
TEAD-YAP block	-45	0	10	-2	-6	13

79. CCOc1ccc(C2/C(=C(/O)c3ccccc3)C(=O)C(=O)N2CCC(=O)O)cc1 (stereo not given)
80. COc1cc(Nc2ccc(N3CCC(C(=O)NCCOc4ccccc4)CC3)nn2)cc(OC)c1OC
81. O=C(NCC1CCCCC1)C(=O)Nc1ccc(F)cc1
82. CCOC(=O)c1c(C)oc2ccc(OCc3ccccc3)cc12
Compound	79	80	81	82
GPR151 activ	0.7	2.3	0.6	0.0
FBW7 activator	0.1	0.0	-0.1	0.0
MITF primary	6	-7	1	6
TEAD-YAP block	3	2	-22	-5
